L3MBTL1 block: L3MBTL1 (human) inhibition; 230,000 compounds, 0.66% hits; AID 485360; AlphaScreen L3MBTL1–H3K9me1 peptide binding; Potency, µM (doses to about 57.1 µM), without a hit: at the top dose activity, negative = inhibition, hits mostly inhibitors; also: % is scaled to controls: 0 for no effect and ±100 for the full control effect; nearly all actives have a fitted effect of over 60% in size
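Read-out is AlphaScreen signal from streptavidin donor and nickel chelate acceptor beads (10 ug/mL final each) bridging L3MBTL1 (50 nM) and biotinylated K9-monomethylated H3(1-15) peptide (75 nM), after 30 min compound exposure at room temperature.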
TRb SRC2 PPI: TRbeta-SRC2 interaction inhibition; P10828; TRbeta-SRC2 peptide binding, fluorescence polarization; receptor liganded with 1 µM T3; Potency, µM (doses to about 106 µM), for inactives: top-dose activity change, negative = inhibition, most hits filed as inhibitors; 280,000 compounds, 0.065% hits; AID 1469;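 also: plate controls were bound peptide for no effect and peptide without receptor for full effect; nearly all actives have a fitted effect of over 50% in size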
Target sequence (P10828 whole entry, looked up): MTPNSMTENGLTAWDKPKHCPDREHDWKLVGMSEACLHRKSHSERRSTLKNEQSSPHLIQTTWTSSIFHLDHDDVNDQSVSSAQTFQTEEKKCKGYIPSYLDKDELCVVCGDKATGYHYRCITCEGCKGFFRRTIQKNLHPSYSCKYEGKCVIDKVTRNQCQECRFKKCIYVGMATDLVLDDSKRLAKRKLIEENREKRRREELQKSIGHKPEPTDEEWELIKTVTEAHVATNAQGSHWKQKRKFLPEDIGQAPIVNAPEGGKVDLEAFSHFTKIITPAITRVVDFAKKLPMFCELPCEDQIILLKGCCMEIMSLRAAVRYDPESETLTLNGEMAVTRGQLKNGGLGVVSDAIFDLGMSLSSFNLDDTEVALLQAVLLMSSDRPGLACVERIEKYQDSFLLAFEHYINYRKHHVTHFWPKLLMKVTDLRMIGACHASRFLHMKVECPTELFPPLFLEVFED
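Compounds were added to 0.6 uM TRb ligand-binding domain and 20 nM Texas Red-labeled SRC2 peptide in Tris buffer containing 1 uM T3, incubated 5 hr at ambient temperature, then read by fluorescence polarization.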
RECQ1 helicase: inhibitors of human RECQ1 DNA helicase | RECQ1 DNA unwinding, red fluorescence kinetic read | AID 2549 | Potency, µM (titrated, usually from 57.3 µM), for the others: at the highest dose activity, negative = inhibition, most hits filed as inhibitors | 240,000 compounds, 0.54% hits;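 also: plate controls were vehicle for no effect and no enzyme for full effect; nearly all actives have a fitted effect of over 30% in size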
Target sequence (P46063 whole entry, looked up): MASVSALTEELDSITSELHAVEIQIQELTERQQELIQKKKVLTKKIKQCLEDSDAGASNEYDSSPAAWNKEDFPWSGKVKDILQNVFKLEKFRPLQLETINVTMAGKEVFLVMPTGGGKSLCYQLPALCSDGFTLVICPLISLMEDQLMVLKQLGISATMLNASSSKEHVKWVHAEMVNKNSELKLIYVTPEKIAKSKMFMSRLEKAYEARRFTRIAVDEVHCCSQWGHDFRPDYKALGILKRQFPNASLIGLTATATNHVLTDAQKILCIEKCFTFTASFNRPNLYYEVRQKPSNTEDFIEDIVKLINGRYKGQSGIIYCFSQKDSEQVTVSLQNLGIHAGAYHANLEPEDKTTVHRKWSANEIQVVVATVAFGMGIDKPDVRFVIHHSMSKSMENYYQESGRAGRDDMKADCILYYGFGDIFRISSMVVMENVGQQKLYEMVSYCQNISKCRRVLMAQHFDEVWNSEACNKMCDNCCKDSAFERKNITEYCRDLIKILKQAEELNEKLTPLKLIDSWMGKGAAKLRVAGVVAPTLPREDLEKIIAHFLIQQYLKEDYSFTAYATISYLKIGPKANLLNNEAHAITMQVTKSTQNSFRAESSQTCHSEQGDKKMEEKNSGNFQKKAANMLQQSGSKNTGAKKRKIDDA
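RECQ1T1 50 nM; forked duplex (20 bp + 30-nt ss tails) 200 nM, ATP 2 mM final; pH 8.0, 2 mM MgCl2, 2.5 ug/ml poly(dI-dC); 15 min compound preincubation; discontinuous kinetic read over 2 h at RT.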
Tau fibril ThT: inhibitors of human tau fibril formation, thioflavin T binding | P10636 | recombinant tau K18 P301L, heparin-induced fibrillization, ThT fluorescence | Potency, µM (highest dose often 57.4 µM), for inactives: at the highest dose activity, negative = inhibition, actives largely listed as inhibitors | 270,000 compounds, 2.1% hits | AID 1460; also: % is scaled to controls: 0 for no effect and ±100 for the full control effect; nearly all actives have a fitted effect of over 55% in size
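K18 P301L tau (15 uM + 0.24 uM Alexa 594-tagged), heparin 20 uM, NaOAc pH 7, 6 h 37 C; ThT 30 uM, 1 h RT, ex 450/em 510 nm.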
Tau FP inhib: tau fibrillization inhibition (FP). Potency, µM (series often up to 57.7 µM), for inactives: at the highest dose activity, negative = inhibition, most hits filed as inhibitors. AID 1468. K18 P301L tau heparin fibrillization, Alexa594 FP, 6 h. 280,000 compounds, 0.39% hits; also: % is scaled to controls: 0 for no effect and ±100 for the full control effect; nearly all actives have a fitted effect of over 55% in size
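Compound effects on tau fibrillization are measured by Alexa 594 fluorescence polarization (ex 555, em 632 nm). K18 P301L tau is used at 15 uM with 0.24 uM labeled tracer, and 20 uM heparin induces aggregation over 6 hr at 37 C.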
TR SRC2 fluor cs: alters Texas Red total fluorescence, flagging assay interference | TRb/SRC2 Texas Red total fluorescence interference | Potency, µM (highest dose often 106 µM), without a hit: at the highest dose fluorescence change, negative = quenching | 280,000 compounds, 0.29% hits; active = well fitted curve in either direction with a large enough effect; inconclusive = small, poorly fitted or top-dose-only effect; also: % is scaled to controls: 0 for no effect and ±100 for the full control effect
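Flags fluorescent or light-absorbing compounds by total fluorescence, S + 2P, at 555 nm excitation and 632 nm emission. Mixture: 20 nM Texas Red SRC2 peptide, 0.6 uM human TRb LBD, 1 uM T3, 5% DMSO; compound exposure 5 h at ambient temperature.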
Tau fluor cs: counter-screen for tau fibril formation inhibitors. 280,000 compounds, 0.93% hits. tau K18 P301L (four-repeat tau fragment) Alexa594 fluorescence, heparin fibrillization. Potency, µM (top dose mostly 57.7 µM), for the others: at the highest dose activity change, negative = decrease. AID 1463; also: % is scaled to controls: 0 for no effect and ±100 for the full control effect; nearly all actives have a fitted effect of over 55% in size
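Human K18 P301L tau (15 uM unlabeled plus 0.24 uM Alexa 594-labeled, final) in 100 mM sodium acetate pH 7 was mixed with compound and 20 uM heparin and incubated 6 hr at 37 C.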
HTT cytoprotect: protects HTT-Q103 PC12 cells, measured by ATP. PC12 HTT-Q103 induced, cytoprotection, ATP luminescence, 40 h. Potency, µM (doses to about 56.4 µM), for inactives: cytoprotection (ATP increase), usual class: activators. 230,000 compounds, 0.14% hits. AID 1471;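 also: % of control where 0% means no effect; nearly all actives have a fitted effect of over 45% in size; toxic huntingtin expression switched on by the ecdysone agonist tebufenozide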
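PC12 cells with ecdysone-inducible HTT exon 1 Q103-GFP, induced with 100 nM tebufenozide and co-treated with library compounds in a dose series (1536-well, 1500 cells/well). Cytoprotection read as ATP content by ATPlite luminescence.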
* marks the source's active call; other numbers are inactive results; i = inactive; ? = inconclusive; . = no result given; & = joins results of further samples; [ ] = remark or other dose. Unless noted, calls follow the shape of the dose curve; as a rule, active = well fitted curve in the direction sought with a large enough effect; inconclusive = small, poorly fitted or top-dose-only effect, or another doubt; inactive = no such curve, though single readings can be large; an effect the other way counts as inactive or inconclusive. Potency is read from the fitted curve at half-maximal effect.

SMILES	L3MBTL1 block	TRb SRC2 PPI	RECQ1 helicase	Tau fibril ThT	Tau FP inhib	TR SRC2 fluor cs	Tau fluor cs	HTT cytoprotect
COc1ccc2c(c1)N1CCN=C1N2C	-1%	-3%	-1%	2%	-5%	2%	5%	-6%
Cc1nc(-c2cccc(F)c2)sc1CCNC(=O)c1c(F)cccc1Cl	.	7%	.	-8%	-4%	-14%	-10%	.
COc1ccc(-c2c(C)oc3ccc(C)cc23)cc1	2%	-1%	-2%	?	?	-3%	-15%	-1%
COc1ccc(-n2c(SCC(=O)Nc3nc(C)cs3)nnc2-c2ccoc2C)cc1	-2%	-15%	-18%	10%	1%	-1%	3%	-19%[1.9 µM]
O=S(=O)(c1ccc(Cl)cc1)N1CCC(N2CCCCCC2)CC1	.	-1%	-1%	-14%	5%	-3%	-7%	-12%
CC(C)CCN1C(=O)c2ccc(C(=O)OCn3nnc4ccccc4c3=O)cc2C1=O	8%	-5%	-7%	4%	-1%	-3%	-18%	-7%
O=C(NNc1nc(-c2ccccc2)c2cc(Br)ccc2n1)c1ccc(S(=O)(=O)N2CCCCC2)cc1	-9%	4%	i	-10%	-2%	-2%	-14%	12%[10 µM]
CCCCCCC(=O)Nc1nc(C)c(-c2csc(Nc3cc(Cl)ccc3C)n2)s1	-11%	-1%	-1%	?	11%	-3%	?	-9%
Cc1ccc(CNC(=O)C2CCCN(c3nnc(-n4c(C)ccc4C)s3)C2)cc1 (configuration not stated)	.	4%	.	?	-13%	0%	-8%	.
CC(=O)Nc1cccc(NC(=O)CSc2nccn2Cc2ccco2)c1	.	1%	.	0%	1%	-8%	-7%	.
CCc1ccc(-n2c(=O)c3sc4ccccc4c3n(CC(=O)NC3CCCCC3)c2=O)cc1	.	-9%	.	3%	-10%	0%	-9%	.
CCCCOc1ccc(N=Cc2cccs2)cc1	-11%	-6%	-1%	-15%	-3%	-2%	-18%	.
CCOc1ccccc1Oc1ncnc2c1oc1ccccc12	.	-4%	.	1%	4%	0%	-4%	.
CNC1C(O)[C@@H]2OC(O[C@@H]3C(O)C(O)C(N)C[C@H]3N)C(N)C[C@H]2O[C@H]1O[C@@H]1OC(CO)C(N)C(O)C1O (some centres not stated)	.	2%	i	-8%	-6%	-1%	-16%	-25%
O=C(CSc1cccc2cccnc12)N/N=C/c1ccncc1	.	3%	-8%	-28%	-7%	-1%	-9%	-35%[inhibitor]
CCOCCCNC(=O)C(=O)Nc1c2c(nn1-c1ccccc1)CSC2	.	-1%	.	-17%	-8%	0%	-3%	.
Cc1cc(C)c2sc(N(Cc3cccnc3)C(=O)CCS(=O)(=O)c3ccccc3)nc2c1	.	0%	.	-14%	-7%	-1%	-6%	.
CC(=O)Nc1ccc(Sc2ncccc2C(=O)Nc2cc(Cl)cc(Cl)c2)cn1	-7%	-9%	-14%	-4%	-23%	-1%	?	-23%
CC(C)(/C=N/NC(=O)CSCc1ccc(Cl)cc1)CCC#N	-1%	-7%	i	5%	-7%	-3%	3%	.
Cc1onc(-c2ccccc2Cl)c1C(=O)Nc1ccc2c(c1)OCO2	1%	-9%	-1%	-2%	-1%	-2%	-1%	1%
Cc1cccn2c(=O)c(/C=C(\C#N)C(=O)NC3CCS(=O)(=O)C3)c(N3CC(C)OC(C)C3)nc12 (configuration not stated)	9%	-3%	11%	-3%	4%	1%	8%	-11%[10 µM]
O=C(O)C1C2C=CC(C2)C1C(=O)NC1CCN(Cc2ccccc2)CC1 (configuration not stated)	.	-1%	i	-8%	-6%	-1%	-7%	0%[10 µM]
O=C(O)c1cccc(NC(=S)NC(=O)c2ccc(-c3ccc(Cl)cc3)o2)c1	.	4%	3%	?	-3%	-2%	-8%	-27%
Cc1ccc(-n2c(SCC(=O)N3CC(=O)Nc4ccccc43)nc3ccccc3c2=O)cc1C	-13%	9%	-11%	4%	-3%	1%	-4%	13%[10 µM]
Cc1ccc(OCc2nc(-c3ccc(C(=O)NCc4ccc(OC(C)C)cc4)cc3)oc2C)cc1	.	-10%	.	-7%	-1%	1%	-12%	.

Single values from above.
CC(=O)Nc1ccc(Sc2ncccc2C(=O)Nc2cc(Cl)cc(Cl)c2)cn1 | Tau FP inhib: -23%
COc1ccc2c(c1)N1CCN=C1N2C | RECQ1 helicase: -1%

The results go on.
SMILES	L3MBTL1 block	TRb SRC2 PPI	RECQ1 helicase	Tau fibril ThT	Tau FP inhib	TR SRC2 fluor cs	Tau fluor cs	HTT cytoprotect
Cc1ccc(COc2ccc(/C=N/NC(=O)c3nnn(-c4nonc4N)c3COc3ccc(F)cc3)cc2)cc1	.	3%	4%	-3%	-12%	1%	-23%	-11%[10 µM]
Cc1ccc(Cl)cc1N1CCN(S(=O)(=O)c2cn(C)c(C)n2)CC1	.	-1%	.	3%	4%	-1%	-3%	.
COc1ccc(S(=O)(=O)n2cnc3cc(C)c(C)cc32)cc1	-4%	-13%	-8%	-6%	2%	1%	-4%	-3%
O=C(CN1CCN(S(=O)(=O)c2ccc3ccccc3c2)CC1)N1CCc2ccccc2C1	-4%	-8%	i	?	-10%	-3%	-15%	-12%
Cn1cnc2nc(NCCO)nc(NCc3ccccc3)c21	.	-5%	i	3%	5%	0%	2%	-39%
CSCCC(NC(=O)c1ccccc1)C(=O)O (configuration not stated)	7%	2%	-3%	1%	-3%	-1%	4%	.
CCCN(CC(=O)Nc1ccc(C(N)=O)cc1)CC(=O)Nc1cc(Cl)ccc1Cl	4%	2%	21%	7%	-13%	-1%	-10%	10%[10 µM]
O=C1Cc2cccc3cccc1c23	.	-5%	-2%	-5%	5%	-2%	3%	-10%
CSc1nnc(-c2cc3c(s2)-c2ccccc2CC3)o1	113%[activator]	2%	-2%	?	-2%	-5%	-25%	-11%[10 µM]
O=C(NCCCc1ccccc1)c1ccncc1	.	-8%	-1%	-6%	0%	-2%	-5%	-16%
Cc1cc(OCC(=O)NCc2ccncc2)ccc1Cl	6%	2%	-8%	1%	4%	-1%	-6%	-1%[10 µM]
Cc1ccc(C(=O)Nc2nc(-c3cc(Cl)sc3Cl)cs2)cc1	.	4%	?	-11%	-8%	-3%	-21%	-23%
COc1ccc(C=O)cc1CSc1nnc(COc2cccc3cccnc23)o1	3%	11%	1%	?	-10%	0%	-8%	10%[10 µM]
c1ccc2nc(C3=NCCN3)ccc2c1	.	5%&4%	20%	-2%&1%	-6%&-2%	-16%&-3%	-2%&-2%	5%
CCc1nn(CC(=O)NCc2ccco2)c(=O)c2cc3cc(F)ccc3n12	.	6%	.	-17%	-11%	10%	-17%	.
Cc1ccc(-n2ncc3c(=O)[nH]c(SC(C)C)nc32)cc1	17%	-7%	-8%	-15%	6%	-2%	-14%	-14%
Cc1nn(C)cc1CN(C)C(=O)c1nn2c(c1Cl)NC(c1cccs1)CC2C(F)(F)F (configuration not stated)	.	1%	-7%	1%	1%	-6%	4%	3%[10 µM]
CCn1c(COc2ccc3c(c2)CCCC3)nnc1SCC(=O)Nc1nccs1	-2%	-7%	-1%	-17%	7%	-8%	1%	-5%[10 µM]
CCn1c(SCC(=O)Nc2cccc(C)c2)nc2nc3c(cc2c1=O)COC(C)(C)C3	4%	-4%	15%	-15%	-3%	-1%	-22%	17%[10 µM]
C=CCOc1ccc(/C=N/NC(=O)C(C)Sc2ccccn2)cc1OC (configuration not stated)	-3%	-10%	-3%	-14%	2%	-2%	-4%	21%[10 µM]
CCOC(=O)CSc1nnc(Cc2cc(=O)[nH]c(=O)[nH]2)n1-c1ccc(Cl)cc1	2%	0%	-11%	-2%	3%	-5%	1%	5%
Cc1cc(C)c2oc(C(=O)Nc3ccc(S(=O)(=O)N(C)c4ccccc4)cc3)cc(=O)c2c1	.	2%	.	3%	-9%	4%	-27%	.
COc1ccc(CNC(=O)c2cccc(NC(=O)N3CCSc4ncccc43)c2)cc1	.	-3%	.	-9%	-5%	-2%	-16%	.
Cc1ccccc1CNC(=O)c1cc2cc(S(=O)(=O)N3CCCCC3)ccc2n1C	.	0%	.	3%	-6%	-1%	-16%	.

Pulled by compound from the list above:
SMILES	L3MBTL1 block	TRb SRC2 PPI	RECQ1 helicase	Tau fibril ThT	Tau FP inhib	TR SRC2 fluor cs	Tau fluor cs	HTT cytoprotect
O=C1Cc2cccc3cccc1c23	.	-5%	-2%	-5%	5%	-2%	3%	-10%
Cc1ccc(Cl)cc1N1CCN(S(=O)(=O)c2cn(C)c(C)n2)CC1	.	-1%	.	3%	4%	-1%	-3%	.

Molecules from the list above containing an aryl methoxy group (7):
SMILES	L3MBTL1 block	TRb SRC2 PPI	RECQ1 helicase	Tau fibril ThT	Tau FP inhib	TR SRC2 fluor cs	Tau fluor cs	HTT cytoprotect
COc1ccc2c(c1)N1CCN=C1N2C	-1%	-3%	-1%	2%	-5%	2%	5%	-6%
COc1ccc(-c2c(C)oc3ccc(C)cc23)cc1	2%	-1%	-2%	?	?	-3%	-15%	-1%
COc1ccc(-n2c(SCC(=O)Nc3nc(C)cs3)nnc2-c2ccoc2C)cc1	-2%	-15%	-18%	10%	1%	-1%	3%	-19%[1.9 µM]
COc1ccc(S(=O)(=O)n2cnc3cc(C)c(C)cc32)cc1	-4%	-13%	-8%	-6%	2%	1%	-4%	-3%
COc1ccc(C=O)cc1CSc1nnc(COc2cccc3cccnc23)o1	3%	11%	1%	?	-10%	0%	-8%	10%[10 µM]
C=CCOc1ccc(/C=N/NC(=O)C(C)Sc2ccccn2)cc1OC (configuration not stated)	-3%	-10%	-3%	-14%	2%	-2%	-4%	21%[10 µM]
COc1ccc(CNC(=O)c2cccc(NC(=O)N3CCSc4ncccc43)c2)cc1	.	-3%	.	-9%	-5%	-2%	-16%	.

Screens (PubChem BioAssay)

A portion of the library. The share of hits here may be higher or lower than overall.
